ARNT-TACC3 inh: disruptors of human ARNT/TACC3 interaction; inhibition, % at 9.99 µM; Q9Y6A5; AID 623870; AlphaScreen His-ARNT PAS-B/GST-TACC3 binding, luminescence; TACC3 fragment carries E629A point mutation; actives 0.66% (n = 390,000);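 active = mean inhibition of replicates at least 50% and at least half of replicates each reaching 50%; inconclusive = half or more replicates reach 50% but mean below 50%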;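 also: 0% = complete ARNT plus TACC3 wells and 100% = ARNT alone without TACC3; many hits fall short of the cut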
SIRT5 inh: blocks human SIRT5 desuccinylation of peptide; Q9NXA8; AID 652115; inhibition, % at 15 µM; Purified SirT5, succinyl-peptide AMC, trypsin-coupled fluorescence; actives 1.1% (n = 330,000); in the data active = inhibition above about 15%; inconclusive = no clear call, values can overlap the other calls
Target sequence (Q9NXA8 whole entry, looked up): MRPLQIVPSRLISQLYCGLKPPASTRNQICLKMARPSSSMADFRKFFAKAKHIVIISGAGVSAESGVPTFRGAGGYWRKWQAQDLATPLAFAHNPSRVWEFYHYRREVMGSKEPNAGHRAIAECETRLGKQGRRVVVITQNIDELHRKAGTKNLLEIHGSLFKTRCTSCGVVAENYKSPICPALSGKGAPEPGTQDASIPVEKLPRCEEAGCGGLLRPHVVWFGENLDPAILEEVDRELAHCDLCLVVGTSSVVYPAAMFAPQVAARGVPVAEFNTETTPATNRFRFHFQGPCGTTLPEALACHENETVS
LGR2 antag: blocks bursicon-induced cAMP signaling via Drosophila LGR2; HEK293 LGR2, CRE-luciferase, bursicon-stimulated, 4 h; inhibition, % at 9.99 µM; actives 0.35% (n = 380,000); AID 720647;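 active = drop in luminescence signal, shown as inhibition above about 50% in the replicate tests, limit read from the data, passing the limit was not always enough; inconclusive = probably only some replicates passing the limit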;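 also: agonist challenge used bursicon conditioned medium at about half maximal strength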
EWS-Fli block: EWS/Fli transcriptional activity inhibition | A673 NR0B1-luciferase reporter, viability-normalised | actives 0.67% (n = 350,000) | inhibition, % at 12.6 µM;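 active = mean inhibition of at least 50% after viability correction, with every replicate also passing that limit; inconclusive = mean reaches 50% but only one of two replicates passes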;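 also: firefly luciferase signal divided by Alamar Blue viability fluorescence both relative to DMSO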
PAX8 reporter: lowers PAX8-driven luciferase in RMG-I cells; AID 652154; RMG-I TPO-luciferase reporter, SteadyGlo, 24 h; inhibition, % at 12.6 µM; actives 1.2% (n = 360,000);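 active = mean replicate inhibition at least 60% with every replicate also reaching 60%; inconclusive = only one of the two criteria is met; inactive = mean below 60% and not all replicates reaching 60%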;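 also: luciferase light reporting Pax8 driven TPO promoter activity; plate controls were median of neutral control wells for no effect and mitoxantrone controls for full effect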
Casp6 inh: blocks human caspase-6 cleavage activity; actives 0.53% (n = 350,000); inhibition, % at 12.5 µM; P55212; purified caspase-6, Z-VEID-R110 cleavage fluorescence;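 active = mean inhibition across replicates at least about 35%, with every replicate also reaching that limit, limit read from the data; inconclusive = only one of the two criteria met; inactive = neither criterion met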;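 also: 0% = median of neutral control wells and 100% = no fluorescence left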
Target sequence (P55212 24-179 limits assumed): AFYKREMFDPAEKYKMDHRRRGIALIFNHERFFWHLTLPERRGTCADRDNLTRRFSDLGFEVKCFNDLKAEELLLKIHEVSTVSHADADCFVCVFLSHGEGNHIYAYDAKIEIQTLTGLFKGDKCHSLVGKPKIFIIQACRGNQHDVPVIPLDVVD
Target sequence (P55212 194-293 limits assumed): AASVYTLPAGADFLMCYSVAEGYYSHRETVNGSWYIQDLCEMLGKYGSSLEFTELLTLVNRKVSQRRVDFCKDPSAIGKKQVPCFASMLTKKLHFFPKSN
DENV2 CPE rescue: inhibitors of DENV2 cytopathic effect; DENV2-infected cells, cytopathic effect rescue, plate reader; CPE inhibition, % at 9.99 µM; actives 1.7% (n = 350,000); in the data active = CPE inhibition above about 20%, passing the limit was not always enough; inconclusive = no clear call, values can overlap the other calls; tested in BHK-21 cells;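 also: 0% = median of neutral control wells and 100% = median of positive control wells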
Starred values were filed as active, the others as inactive; ? = inconclusive; . = not tested or not shown; & = joins results of further samples.

SMILES	ARNT-TACC3 inh	SIRT5 inh	LGR2 antag	EWS-Fli block	PAX8 reporter	Casp6 inh	DENV2 CPE rescue
O=C(Nc1ccccc1)N1CCCCN2[C@@H](CO)[C@H](c3ccc(C4=CCCCC4)cc3)[C@@H]2C1	6	1	-11	14	-4	-1	-36
O=C(c1ccccc1)C(O)C(c1ccccc1)N1CCOCC1 (configuration not stated)	-3	-4	4	-1	4	0	?
CO[C@H]1O[C@H](CO)[C@@H](OC(=O)Nc2cccc(F)c2)[C@@H]2OC(=O)[C@@H](Cc3ccccc3)C/C=C/C[C@H](Cc3ccccc3)C(=O)O[C@@H]12	8	0	.	7	5	-1	-7
CC(C)CCOC(=O)C1C2C=CC3(CN(Cc4cccs4)C(=O)C13)O2 (configuration not stated)	-2	.	-11	-8	-1	0	-3
CC(C)NC(=O)N(C)C[C@H]1Oc2ccc(NC(=O)C3CCCCC3)cc2C(=O)N([C@H](C)CO)C[C@@H]1C	-12&0	3	-9&9	-3&-3	-16&-3	4&3	-5&12
Cc1cccn2c(=O)c(C(=O)NC3CCCCC3)c(O)nc12	-6	-4	-4	.	-1	-5	2
Cc1c(Nc2nc3ccccc3n3cnnc23)cccc1[N+](=O)[O-]	8	-7	-24	-21	0	-4	0
Cc1cc(/C=C2/C(=N)N3C(=NC2=O)SN=C3S(C)(=O)=O)c(C)n1-c1ccc(F)cc1	.	3	-13	-3	-27	14	4
CC(C)CC#Cc1cnc2c(c1)C(=O)N([C@@H](C)CO)C[C@@H](C)[C@H](CN(C)Cc1ccccc1)O2	1	6	8	23	.	2	6
COc1ccc(C(=O)N2CCCC(c3cc(C(=O)NCc4ccccc4)no3)C2)cc1 (configuration not stated)	.	0	19	9	15	1	?
COc1ccc(Cl)cc1NC(=O)CN(C)C(=O)c1ccc2c(c1)CC(c1ccccc1)OC2=O (configuration not stated)	.	-1	5	5	12	3	-3
O=C(C[C@H]1C[C@H]2c3cc(NC(=O)NC4CCCC4)ccc3O[C@H]2[C@H](CO)O1)NCc1ccc(-c2ccccc2)cc1	-1	-2	-2	-1	-1	2	-1
COc1cccc(C(C)NC(=S)NCc2ccc(F)cc2)c1 (configuration not stated)	-1	-1	-7	.	2	-1	8
COc1ccccc1NC(=O)N[C@@H]1CC[C@H](CCNS(=O)(=O)c2ccc(C)cc2)O[C@@H]1CO	.	0	4	-4	0	0	1
CCn1c(SC)nc2cc(S(=O)(=O)N3CCCCC3)ccc21	-1	2	-19	12	14	-1	16
CC(C)NC(=O)CN1CCN(C(=O)c2ccc3oc(CCCc4ccccc4)nc3c2)CC1	.	0	-17	.	7	2	17
Cc1nc2cc(N)ccc2n1C1CCCCC1	11	4	-36	4	-8	1	-3
CN(N=Nc1ccccc1C(=O)O)C1CCCCC1	.	0	.	6	-10	-1	6
Cc1ccc(NC(=O)CSc2n[nH]c(N)n2)cc1S(=O)(=O)N1CCOCC1	0	-4	1	1	-11	-2	-5
COc1cccc(CNC(=O)CCCCCNC(=O)N2CCn3c2nc2ccccc23)c1	12	-3	1	0	-1	-1	-1
COc1ccccc1-n1c(SCC(=O)NC2CC2)nc2ccccc2c1=O	6	-1	-6	-7	-6	3	-5
CS(=O)(=O)N(CC(=O)NCCSc1ccccn1)c1ccc(F)cc1	2	1	-1	1	-13	0	0
CN1CCCC1c1cccnc1 (configuration not stated)	1	0	4	-7	.	0	117*
O=C(CNS(=O)(=O)c1ccccc1)OCC(=O)c1ccccc1Cl	-4	0	-10	-2	.	2	?
COc1ccc(NC(=S)N(CCN2CCOCC2)Cc2cc3cc4c(cc3[nH]c2=O)OCCO4)cc1	6	-1	.	6	20	38*	1
C[C@@H]1CN([C@H](C)CO)C(=O)c2cc(NS(=O)(=O)c3ccc(F)cc3)ccc2O[C@@H](C)CCCCO[C@H]1CN(C)Cc1ccc(Cl)c(Cl)c1	1	5	35	20	69*	2	6
COc1ccc(N2c3ccccc3CN(Cc3ccccc3)[C@@H](C)[C@H]2Cc2ccc(-c3ccccc3)cc2)cc1	.	-6	-5	6	-2	0	5
CC1Oc2ccc(C#N)cc2N(Cc2cccc(F)c2)C1=O (configuration not stated)	.	-6	14	0	-20	-1	0
O=C(Oc1cccc(C(=S)N2CCOCC2)c1)c1cc([N+](=O)[O-])cc([N+](=O)[O-])c1	-8	-2	-5	5	-6	1	-6
CCOC(=O)COc1cccc2c(=O)n(CC(=O)N3CCc4ccccc43)ccc12	-8	-5	0	37	16	-1	?
COc1ccccc1CNC(=O)CSc1nnc2c(Cl)cc(C(F)(F)F)cn12	-6	0	0	4	-7	1	1
CCOc1ccc(-c2ccc(/C=C3/C(=N)N4C(C)=CSC4=NC3=O)o2)c([N+](=O)[O-])c1	2	1	-13	1	9	20	.
CC1CCCCC12NC(=O)N(CC(=O)OCc1c(F)cccc1Cl)C2=O (configuration not stated)	-6	-2	-2	4	2	0	5
CC1(C(=O)Nc2cccc(OC(F)(F)F)c2)Cc2c(-c3ccc(C(N)=O)cc3)ccnc2O1 (configuration not stated)	.	-5	-23	7	22	-1	9
O=C(c1ccccc1)C(CCc1ccccn1)CCc1ccccn1	1	-14	-15	-55	-84	-4	-12
COc1ccc([N+](=O)[O-])cc1NC(=O)CSCc1ccccc1	0	.	19	.	8	.	.
O=C(NCCc1c[nH]c2ccccc12)C1CCN(Cc2ccc(Br)cc2)CC1	-3	-1	13	25	18	2	11
C/C=C/c1ccc([C@@H]2[C@H]3CN(C(=O)Nc4ccc(F)cc4)CCCCN3[C@H]2CO)cc1	1	1	-21	-3	4	3	-19
COc1cc(/C=C2/N=C(c3ccccc3F)OC2=O)cc(Cl)c1OS(C)(=O)=O	-6	0	-7	5	.	3	-3
CCNc1ncnc2c1cnn2C	-5	-2	-4	4	-49	-1	1
CC(Nc1ccc(Cl)c(Cl)c1)C(=O)NN (configuration not stated)	5	-3	-4	11	14	1	-4
C[C@H](O)C#Cc1cnc2c(c1)C(=O)N([C@H](C)CO)C[C@@H](C)[C@H](CN(C)C(=O)c1ccccc1F)O2	-1	0	1	-2	.	-1	-6
Nc1ccc(OCC(O)C[n+]2ccc(CCS(=O)(=O)[O-])cc2)cc1 (configuration not stated)	25	-1	-7	-2	-2	.	-5
CCCCCCCCNS(=O)(=O)CCNCCCC	2	1	-39	3	19	-3	6
CCNC(=O)C1CCCN(C(=O)c2ccc(C)c(F)c2)CC1 (configuration not stated)	.	.	10	0	-1	-2	1
CC1CC(C)C[N+](=C2C=C(N3CCCC3)CC(C)(C)C2)C1 (configuration not stated)	-5	5	2	48	75*	-1	-2
CCC(=O)n1nc(-c2ccccc2)nc1NCc1ccccc1	27	3	-38	.	.	-1	.
CC1=C(C(=O)Nc2cc(C(=O)NCc3ccccc3)ccc2C)SCCO1	.	11	.	0	-27	-3	4
COCCNC(=O)Cn1ccc2cc(S(=O)(=O)N3CCCCC3)ccc21	-2	-2	-1	6	23	1	-2
CN(C(=O)COC(=O)c1ccccc1SCC(=O)NC1CCCCCCC1)C1CCS(=O)(=O)C1 (configuration not stated)	1	.	-8	.	15	.	.
Cn1c(=S)ccc2ccccc21	1	-3	-21	-3	2	2	7
CSc1ccccc1C(=O)NCCOc1cccc(C)c1	2	1	-9	6	-18	-2	9
COc1ccc(Cl)cc1NC(=S)N(CCN1CCOCC1)C1CCN(C(C)=O)CC1	3	1	0	3	1	0	5
CC1CCc2c(sc3nc(CN4CCOCC4)nc(Sc4ccccc4)c23)C1 (configuration not stated)	-1	.	8	.	8	.	.
CCCS(=O)(=O)c1c(S(=O)(=O)CCC)c2ccc(C(N)=O)cn2c1C(=O)OC	.	-9	5	3	4	3	4
CNS(=O)(=O)c1cccc(C(=O)OCc2cc(=O)oc3c(C)c(O)ccc23)c1	4	1	10	4	33	15	8
Cc1cc(N2C(=O)C(O)=C(C(=O)c3ccc(C)o3)C2c2cccc(Oc3ccccc3)c2)no1 (configuration not stated)	15	5	22	.	-10	28	-2
C[C@H](CO)N1C[C@H](C)[C@H](CN(C)Cc2ccc(C(=O)O)cc2)Oc2ccc(NC(=O)Nc3ccc4c(c3)OCO4)cc2C1=O	1	4	3	-15	.	-1	-5
CC(C)(C)c1ccc(C(=O)Nc2ccc(O)c3c(=O)cc(-c4cccc(Cl)c4)oc23)cc1	-2	.	-17	-1	35	6	.
COc1cc2c(cc1NC(=O)CSc1cccc[n+]1[O-])oc1ccccc12	1	.	1	.	-5	4	-4

Random excerpt: five compounds from above, in no set order.
SMILES	ARNT-TACC3 inh	SIRT5 inh	LGR2 antag	EWS-Fli block	PAX8 reporter	Casp6 inh	DENV2 CPE rescue
CSc1ccccc1C(=O)NCCOc1cccc(C)c1	2	1	-9	6	-18	-2	9
COc1cc2c(cc1NC(=O)CSc1cccc[n+]1[O-])oc1ccccc12	1	.	1	.	-5	4	-4
CC1CC(C)C[N+](=C2C=C(N3CCCC3)CC(C)(C)C2)C1 (configuration not stated)	-5	5	2	48	75*	-1	-2
Cc1cc(N2C(=O)C(O)=C(C(=O)c3ccc(C)o3)C2c2cccc(Oc3ccccc3)c2)no1 (configuration not stated)	15	5	22	.	-10	28	-2
CN(C(=O)COC(=O)c1ccccc1SCC(=O)NC1CCCCCCC1)C1CCS(=O)(=O)C1 (configuration not stated)	1	.	-8	.	15	.	.

Further results follow:
SMILES	ARNT-TACC3 inh	SIRT5 inh	LGR2 antag	EWS-Fli block	PAX8 reporter	Casp6 inh	DENV2 CPE rescue
CCS(=O)(=O)N1Cc2ccccc2CC1C(=O)NCCc1ccccc1 (configuration not stated)	6	-1	-9	-10	13	4	3
CN1C(=O)c2cc(NC(=O)Cc3ccccc3)ccc2OC[C@@H]2O[C@H](CC(=O)NCc3ccc(Cl)cc3)CC[C@@H]21	5	.	20	3	16	.	-3
COc1ccc2c(c1)nc(CN1CCN(CCO)CC1)n2C	0	-4	1	-8	-16	-2	-6
Cc1ccccc1-c1ccc([C@H]2[C@@H](CO)N3CCCCN(CC4CC4)C[C@H]23)cc1	1	-1	4	8	4	3	17
CCCC/C=C/[C@H](c1ccccc1)[C@H](CO)Cc1cccnc1	1	.	7	-1	-12	.	42*
COc1cc([N+](=O)[O-])ccc1NC(=O)COC(=O)c1c[nH]c(=O)[nH]c1=O	-2	1	-6	7	13	2	0
O=C(C[C@@H]1C=C[C@@H](NS(=O)(=O)c2ccc(F)cc2)[C@H](CO)O1)N1CCN(c2ccccc2)CC1	33	4	3	2	0	-1	-3
COc1ccc(CC(=O)N2CCN(c3cccc(C)c3C)CC2)cc1	0	1	-7	4	-10	4	3
COc1ccc(CN2C(=O)Cc3c2nc(N)c2c(N)nc(N4CCOCC4)c(C#N)c32)cc1	-5	3	5	-28	26	1	0
CCN1[C@@H]2c3cccc(=O)n3C[C@@H]2[C@@H](CO)[C@@H]1C(=O)N1CCc2ccccc2C1	3	3	7	-2	10	-3	-5
COc1cccc(CNc2nc(NCC3CC3)nc3ccsc23)c1	.	.	1	-3	-18	5	1
CCN(CC)CCCNC(=O)CSc1nc(-c2ccc(F)cc2)cc(C(F)(F)F)n1	4	3	11	5	7	-9	-7
COc1ccccc1NC(=O)c1ccc(NC(=O)COC(=O)c2cncc(Br)c2)cc1	-3	-3	-6	-5	1	0	-6
CC(C)(C)c1ccc(C(=O)NCCNC(=O)c2ccco2)cc1	-4	-5	-10	-1	5	1	-2
C[C@@H]1CN([C@H](C)CO)C(=O)c2cc(NS(=O)(=O)c3ccc(F)cc3)ccc2O[C@@H](C)CCCCO[C@H]1CN(C)Cc1ccc2c(c1)OCO2	-14	0	-1	4	0	-2	0
CCN1Cc2c(cc(OC)c(OC)c2OC)-c2ccccc2S1(=O)=O	.	.	8	-4	-2	-1	13
N#Cc1cccc(-c2ccc3c(c2)[C@@H]2[C@@H](CCN2S(=O)(=O)c2ccccc2)[C@H](CO)N3)c1	8	5	5	-6	8	-1	15
